E-sel inducer: induces E-selectin expression in human endothelial cells; HUVEC E-selectin immunofluorescence imaging; normalized: neutral wells 0, TNF-alpha wells 100; actives 0.37% (n = 260,000); activation, % at 7.58 µM;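 active means mean E-selectin-positive cell signal at least 10% of the positive control, reached in at least 60% of replicates, without over 20% cell loss; inconclusive means no rule given, readout overlaps actives, possibly toxicity-flagged; inactive means the rest, including those meeting only one limit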;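 further: in these data hits start at about 27%; measured in HUVEC primary endothelial cells; signal is the percent of cells scored E-selectin positive by PE staining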
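Read-out: % PE-positive cells | Test system: HUVEC | Doses: One compound dose added by pin transfer | Buffer or medium: EGM-2 over gelatin coat | Signal: Immunofluorescence imaging | Benchmarks: TNF-alpha, DMSO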
Xi reactivation: X-chromosome reactivation activator | XiGFP mouse fibroblasts, % GFP-positive cells imaging, 3 d; cells co-treated with 5-aza-dC sensitizer; scaled so ellipticine positive control = 100% | activation, % at 7.58 µM | actives 0.055% (n = 360,000) | AID 743238;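 active means mean normalized replicate activation at least 10% and every replicate at or above 10%; inconclusive means only one of the two criteria met; inactive means mean below 10% and not all replicates reach 10%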;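 further: 0% = median of on-plate neutral control wells and 100% = ellipticine 6 µM median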
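material = 68-5-11 XiGFP fibroblast line | medium = DMEM plus 5-aza-dC sensitizer | schedule = 3 days compound exposure | benchmarks = positive control ellipticine, 6 µM final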
RAD52 inh: inhibitors of human RAD52 DNA annealing. recombinant RAD52 DNA annealing, FRET fluorescence. inhibition, % at 18.7 µM. actives 0.46% (n = 360,000);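 active means every replicate showing at least 50% inhibition; inconclusive means mean inhibition at least 50% but not in every replicate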
ERp5 block: inhibitors of human ERp5. Q15084. ERp5 insulin aggregation, absorbance 650 nm, 90 min. inhibition, % at 9.99 µM. actives 0.05% (n = 350,000). AID 651711;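 active means mean replicate inhibition above about 25%, with every replicate also reaching it, limit read from the data, passing the limit was not always enough; inconclusive means only one of those two criteria met; inactive means neither criterion met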
ERAP1 inh: inhibitors of human ERAP1 aminopeptidase; actives 0.15% (n = 340,000); AID 652197; Q9NZ08; recombinant ERAP1, Leu-AMC fluorescence, 60 min; inhibition, % at 10.7 µM;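 active means mean replicate inhibition of at least 30%, or all replicates individually reaching that 30% level; inactive means mean below 30% and not every replicate reaching it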;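 further: 0% = neutral control wells and 100% = L-leucinethiol positive control wells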
RAD54 inh: inhibitors of human RAD54 branch migration | Q92698 | RAD54 Holliday junction branch migration, FAM/BHQ fluorescence | inhibition, % at 10.4 µM | actives 0.14% (n = 360,000);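 active means mean normalized replicate activity at least 40 and at least half of replicates scoring 40 or more; inconclusive means only one of the two criteria met; inactive means mean below 40 and under half of replicates reaching 40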;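 further: 0% = median of neutral control wells and 100% = median of positive control wells; inhibitors cause a drop in the FAM fluorescence signal; in these data hits start at about 50%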
Target sequence (Q92698 whole entry, looked up): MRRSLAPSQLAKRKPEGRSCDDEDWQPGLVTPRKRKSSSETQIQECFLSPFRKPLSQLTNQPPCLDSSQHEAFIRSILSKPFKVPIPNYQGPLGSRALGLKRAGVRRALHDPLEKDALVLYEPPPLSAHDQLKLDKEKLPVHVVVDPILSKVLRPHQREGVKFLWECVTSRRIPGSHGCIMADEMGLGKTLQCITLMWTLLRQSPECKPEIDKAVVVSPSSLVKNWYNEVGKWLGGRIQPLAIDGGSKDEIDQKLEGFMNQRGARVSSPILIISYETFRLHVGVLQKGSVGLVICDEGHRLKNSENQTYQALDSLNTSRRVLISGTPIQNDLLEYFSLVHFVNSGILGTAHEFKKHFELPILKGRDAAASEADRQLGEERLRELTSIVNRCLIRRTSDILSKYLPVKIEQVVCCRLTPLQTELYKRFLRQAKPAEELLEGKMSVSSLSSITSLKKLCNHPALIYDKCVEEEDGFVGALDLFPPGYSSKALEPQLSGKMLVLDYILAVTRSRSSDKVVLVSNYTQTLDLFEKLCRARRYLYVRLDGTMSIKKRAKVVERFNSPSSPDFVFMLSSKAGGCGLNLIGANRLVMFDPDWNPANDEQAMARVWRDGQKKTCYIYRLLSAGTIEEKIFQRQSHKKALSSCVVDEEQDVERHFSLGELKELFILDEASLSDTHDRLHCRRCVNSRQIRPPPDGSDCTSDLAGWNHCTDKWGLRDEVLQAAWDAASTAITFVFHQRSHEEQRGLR
esBAF inh: blocks esBAF chromatin remodeling in mouse ES cells; reporter increase, % at 12.5 µM; Bmi1-luciferase knock-in reporter, 24 h; 100% = twice the neutral-well signal; AID 602393; actives 2% (n = 350,000); in the data active means activation above about 40%; inconclusive means no clear call, values can overlap the other calls;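 further: 0% = median of the plate's neutral control wells and 100% = double that signal; a rise in the Bmi1 reporter signal indicates esBAF inhibition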
S100A4 inh HTS: blocks human S100A4 binding to myosin IIA peptide | actives 0.14% (n = 360,000) | inhibition, % at 10.7 µM | P26447 | S100A4/TAMRA-MyoIIA peptide fluorescence polarization | AID 652163;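 active means mean inhibition of at least 70% across replicates, with every replicate also reaching that level; inconclusive means mean inhibition reaches 70% but some replicates fall short; inactive means mean inhibition below 70%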
Target sequence (P26447 whole entry, looked up): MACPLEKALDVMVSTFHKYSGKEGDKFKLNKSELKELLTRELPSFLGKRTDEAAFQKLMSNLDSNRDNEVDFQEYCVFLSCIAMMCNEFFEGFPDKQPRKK
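System – human S100A4 monomer protein, biochemical binding assay · Buffer or medium – Calcium-containing HEPES buffer, pH 7.2 · Timing – 5 min between mix addition and reading · Also added – TAMRA-labelled myosin IIA heavy-chain peptide probe, 5 nM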
Starred values were filed as active, the others as inactive; u = inconclusive; x = not tested or not shown; & = joins results of further samples; ! = not confirmed by another sample.

SMILES	E-sel inducer	Xi reactivation	RAD52 inh	ERp5 block	ERAP1 inh	RAD54 inh	esBAF inh	S100A4 inh HTS
N#Cc1ccc(NC(=S)N2CCC3CC2c2cc(-c4ccc5c(c4)OCO5)ccc23)cc1 (configuration not stated)	1.8	0.1	-5	-2	x	4	-2	-2
COc1ccc(-c2cnc[nH]2)cc1	12	0.0	-28	-1	-3	-3	9	-1
CCC(=O)N1C[C@@H](C)[C@H](OC)CN(C)C(=O)c2cc(NS(C)(=O)=O)ccc2OC[C@H]1C	-0.1	0.4	-4	2	1	2	5	-6
COC(=O)[C@@]12CCCCN1[C@H](c1ccc(-c3ccc(C(C)=O)cc3)cc1)[C@H]1C(=O)N(C)C(=O)[C@H]12	1.0	-0.3	-17	-2	x	-6	-30	-3
Cc1ccc(NC(=O)CCNC(=O)c2ccc(Br)cc2)cc1S(=O)(=O)N1CCCCCC1	-0.3	0.0	-3	-2	-3	5	5	-6
CCCNC(=O)N1[C@H](CO)[C@H](c2ccccc2)C12CN(C(=O)C1CCCCC1)C2	0.4	0.0	2	-2	x	x	x	x
COc1ccc(NC(=O)Nc2ccc3c(c2)C(=O)N([C@@H](C)CO)C[C@@H](C)[C@@H](CN(C)C(=O)Nc2cccc4ccccc24)OCCCC[C@@H](C)O3)cc1	-0.3	0.2	6	2	-1	-13	0	13
O=C(O)c1ccccc1NSc1ccccc1[N+](=O)[O-]	x	0.1	-11	1	-1	x	x	-4
COc1ccccc1OC(=O)c1ccc2nsnc2c1	x	x	-10	7	-3	-6	0	0
S=c1nc(C2CC2)n(-c2ccccc2)[nH]1	-2.6	0.0	-21	-6	1	-2	-2	1
COc1ccc(NC(=O)COC(=O)CCCC2=NS(=O)(=O)c3ccccc3N2)cc1Cl	x	0.3	-56	2	-1	-1	0	-14
O=S(=O)(NCCc1ccccn1)c1cc(Cl)cc(Cl)c1O	0.2	0.0	3	2	2	-15	-7	-2
Cc1cc(C(=O)NCC(c2ccco2)N(C)C)ccc1[N+](=O)[O-] (configuration not stated)	x	x	-15	7	-2	13	8	-6
CCc1ccc(C(=O)CN2C(=O)NC3(CCCCCC3)C2=O)cc1	0.0	0.0	-1	-2	0	-3	64*	-1
CCOC(=O)C1(Cc2cccc(F)c2)CCN(Cc2ccon2)CC1	x	0.0	-12	u	-5	x	x	-3
C[C@@H]1CN([C@H](C)CO)C(=O)c2cc(NC(=O)CCCN(C)C)ccc2O[C@@H]1CN(C)C	0.1	0.0	1	7	1	-1	3	11
CCN(CC(=O)Nc1c(F)cccc1F)C(=O)c1ccc(Cl)c(S(=O)(=O)N2CCCC2)c1	-0.7	0.3	-16	-1	2	-2	x	-1
O=C(CSc1ncnc2sc3c(c12)CCC3)Nc1ccccc1C(=O)O	2.9	0.1	-20	3	0	-16	x	-1
C[C@@H]1CN([C@H](C)CO)S(=O)(=O)c2ccc(-c3ccc(F)cc3)cc2O[C@H]1CN(C)C(=O)c1ccccc1F	0.2	0.0	15	7	-1	5	-5	-13
COc1cc(Cl)c(S(=O)(=O)n2cnc(C)c2)cc1Cl	x	x	-13	1	-2	2	-9	1
CN(CCCNC(=O)c1nn(C)c2c1CS(=O)(=O)c1ccccc1-2)Cc1ccccc1	0.2	0.2	1	2	-3	x	1	-8
C[C@@H]1CN([C@@H](C)CO)C(=O)Cc2cc(NS(=O)(=O)c3ccccc3)ccc2O[C@H]1CN(C)Cc1ccc(-c2ccccc2)cc1	-0.3	0.1	-20	-1	-2	3	-3	4
CC(C)NC(=O)N(C)C[C@H]1OCc2ccccc2-c2ccccc2C(=O)N([C@H](C)CO)C[C@H]1C	0.2	-0.1	-14	0	-1	-8	-5	3
CC(C)NC(=O)Nc1ccc2c(c1)C(=O)N([C@H](C)CO)C[C@@H](C)[C@@H](CN(C)S(=O)(=O)c1ccc(Cl)cc1)OCCCC[C@H](C)O2	x	0.0	-33	2	0	0	-1	7
O=C1C(F)=CC(COC(c2ccccc2)(c2ccccc2)c2ccccc2)OC1n1cc(F)c(=O)[nH]c1=O (configuration not stated)	-0.3	-0.2	6	-4	-2	x	x	1
Next results.
SMILES	E-sel inducer	Xi reactivation	RAD52 inh	ERp5 block	ERAP1 inh	RAD54 inh	esBAF inh	S100A4 inh HTS
C[C@]12c3[nH]c4ccccc4c3CCN1C(=O)C(CC(=O)NCc1ccco1)C[C@@H]2C(=O)N1CCOCC1 (some centres not stated)	-0.4	-0.1	-5	u	4	-2	-2	24
Cn1c(SCc2cccc(Br)c2)nnc1-c1ccncc1	-0.4	-0.1	-5	-2	-4	0	-4	-3
Cc1ccccc1S(=O)(=O)N1C[C@@H](O)COC[C@@H]2O[C@H](CC(=O)N3CCC(Cc4ccccc4)CC3)CC[C@H]21	-0.1	-0.2	15	-3	0	5	2	1
CN1CCN(S(=O)(=O)c2cc([N+](=O)[O-])ccc2Cl)CC1	0.3	0.1	-2	1	0	x	x	8
CCOC(=O)Cn1c(=NC(=O)C(C)(C)C)sc2cc([N+](=O)[O-])ccc21	0.2	0.3	-18	-1	-4	x	x	-4
O=C(NCC[C@@H]1CC[C@@H](NC(=O)C2CCOCC2)[C@@H](CO)O1)c1cc(Cl)cc(Cl)c1	-0.2	0.3	-16	3	-3	-1	-1	11
O=C1NC(=S)SC1=Cc1ccccc1C(=O)O	0.2	-0.3	7	7	-10	0	-1	-5
CCCCCC(=O)N1C[C@@H](n2cc(C3CC3)nn2)[C@H](O)C[C@@H]1c1ccc(C)cc1	0.0	0.3	-6	-4	-1	4	-11	5
FC(F)(F)c1cccc(NC(=S)NCCN2CCOCC2)c1	0.0	0.1	-6	-3	0	-2	-6	1
CCOc1ccc(Oc2c(/C=N/NC(=O)C3CC3)c(C)nn2-c2ccccc2)cc1	x	0.1	-14	-3	7	-5	-1	4
CCCc1cc(C(=O)N2CCCC(N3CCN(c4ccc(F)cc4)CC3)C2)no1 (configuration not stated)	x	0.1	-11	-4	1	8	1	5
C[C@H](CO)N1C[C@H](C)[C@@H](CN(C)Cc2ccc(C(F)(F)F)cc2)Oc2ccc(NC(=O)C3CC3)cc2C1=O	0.3	0.1	6	1	1	5	-6	2
O=C(C[C@@H]1CC[C@H](NC(=O)C2CC2)[C@H](CO)O1)NCC1CC1	-0.4	-0.4	-3	-4	-2	2	3	10
C[C@H](CO)N1C[C@H](C)[C@H](CN(C)Cc2ccc3c(c2)OCO3)Oc2ccc(NC(=O)Nc3ccc(F)cc3)cc2C1=O	-3.0	-1.1	-11	-5	-3	6	-11	4
Cc1cccc(NC(=O)CSc2nc(C)c(Cc3ccccc3)c(=O)[nH]2)c1	x	0.8	-16	3	1	0	-1	-1
CCC(=O)NC(=S)Nc1ccc2oc(-c3ccc(OC)cc3)nc2c1	x	0.0	-18	3	0	x	x	3
CCCN1[C@@H]2Cn3c(ccc(C4=CCCCC4)c3=O)[C@H]1[C@@H](C(=O)N1CCOCC1)[C@@H]2CO	0.1	0.9	9	-10	-1	16	-4	11
CCN1CCN(Cc2ccc(NC(=O)c3ccc(C)c(NC(=O)c4cccc5[nH]ccc45)c3)cc2C(F)(F)F)CC1	-0.1&-0.5	0.2&0.6	89*!	0&3	-3	7&-2	3&2	10&7
CC(=O)Nc1cc(-c2ccc(S(C)(=O)=O)cc2)cn2c(-c3ccc(F)c(Cl)c3)cnc12	-0.1	0.1	19	9	9	8	-2	1
CCCNC(=O)N1[C@H](C#N)[C@H](c2ccccc2-c2ccccc2)[C@@H]1CO	0.0	0.2	-18	0	0	x	x	-6
CCCC(=O)Nc1ccc2c(c1)C(=O)N(C)[C@H]1CC[C@H](CC(=O)N3CCCCC3)O[C@@H]1CO2	0.7	0.2	-9	5	-5	5	-2	-2
COc1cccc(CNc2nc3cc(-c4cccc(Cl)c4)sc3c(=O)n2C)c1	0.6	0.2	-8	2	-3	6	5	-20
CC(C)NC(=O)N(C)C[C@H]1Oc2ccc(N(C)C)cc2C(=O)N([C@H](C)CO)C[C@H]1C	-2.8	-0.7	-5	-3	2	-1	-1	31
CN(C)Cc1c(C(C)(C)O)[nH]c2ccccc12	-0.1	0.0	-6	1	-1	x	x	-9
C[C@H](NC(=O)c1ccccc1)C(=O)N1CCN(Cc2ccc3c(c2)OCO3)CC1	x	-0.1	-16	5	1	-5	-1	-5
Additional entries
SMILES	E-sel inducer	Xi reactivation	RAD52 inh	ERp5 block	ERAP1 inh	RAD54 inh	esBAF inh	S100A4 inh HTS
C[C@H](CO)N1C[C@H](C)[C@H](CN(C)Cc2ccncc2)Oc2ncc(C#CC3CC3)cc2C1=O	0.4&-0.5	0.0&0.5	-11&0&-6	1&3&7	-3&3&0	2&6&3	-7&2&-1	13&5&-1
CCOCCc1nnc(NC(=O)CS(=O)(=O)Cc2ccccc2)s1	0.1	0.1	7	-2	-4	-4	0	17
O=C(CCc1ccccc1)Nc1nnc(-c2ccccn2)o1	x	-0.1	-4	8	-2	x	x	1
O=C(O)CSc1nnc(-c2ccc3c(c2)OCO3)n1-c1ccccc1	x	0.0	-16	8	1	x	19	0
CCC(=O)c1ccc(OC)c(OC)c1OCc1ccccc1	-0.3	0.2	-7	1	-2	x	x	13
CCOC(=O)NC(=O)/C(C#N)=C\c1ccccc1	x	0.3	0	3	8	x	x	3
O=C(NC[C@H]1[C@@H](c2ccccc2)[C@@H](CO)N1C(=O)Cc1cccnc1)C1CC1	-0.1	0.1	-8	3	-1	2	3	4
O=C(C[C@@H]1C[C@H]2c3cc(NC(=O)C4CCOCC4)ccc3O[C@H]2[C@@H](CO)O1)NCc1ccccc1F	0.3	0.1	6	9	2	7	-1	14
CCS(=O)(=O)c1nc(S(=O)(=O)c2ccc(C)cc2)c(N2CCC(C)CC2)s1	x	0.1	-11	2	5	7	1	-5
O=C(CCN1C(=O)c2cccc3cccc(c23)C1=O)N1CCOCC1	-0.7	0.4	7	5	-3	5	53*	26
COC(=O)CC#C[C@H](C)[C@@H](NS(C)(=O)=O)C1CCCCC1	0.1	0.3	-6	-2	-4	x	x	1
CCc1noc(C)c1C(=O)Nc1ccc(F)c(F)c1F	x	0.2	-4	16	-5	-8	4	1
CN1C[C@H]2[C@@H](c3ccccc31)[C@@H](CO)N2C(=O)Nc1cccc(F)c1	0.4	0.0	-7	-5	-2	5	1	-1
CC1C(=O)Nc2ccc(S(=O)(=O)N3CCCCCC3)cc21 (configuration not stated)	0.2	-0.9	-1	1	3	-2	-2	-10
C=CCN1C=CC(=O)[C@@H](O)[C@H]1c1ccccc1Br	x	-0.1	-14	-10	-2	-5	0	-6
O=C(NCCc1ccncc1)[C@@H]1[C@@H](CO)[C@@H]2Cn3c(ccc(-c4ccncc4)c3=O)[C@H]1N2	0.0	-0.1	6	-6	3	1	0	62
CN1CCN(C(=O)C[C@H]2CC[C@H]3[C@@H](COC[C@@H](O)CN3C(=O)Cc3ccccc3)O2)CC1	0.0	-0.1	-8	-1	-1	-2	2	-2
CCOC(=O)/C=C1\CC(C(=O)OCC)Oc2c(OC)cccc21 (configuration not stated)	0.9	0.1	0	4	2	4	0	0
O=Cc1ccccc1OCCOc1ccccc1C=O	x	x	-17	2	4	-8	u	5
Cc1nccn1-c1ccc(C=O)cc1	x	0.0	1	1	0	x	x	1
